Screening data as filed in PubChem BioAssay.
DDE Tn7 FP inh: inhibitors of Tn7 peptide binding to fibrin DD(E), primary screen, biochemical, fluorescence polarization, human fibrin, Tn7 probe. Fibrinogen beta chain (Homo sapiens), P02675. FP displacement of FITC-Tn7 peptide from fibrin DD(E); 0% = median of compound wells per plate. inhibition, % at 8.3 µM. 370,000 tested, 0.13% active. AID 720508, 2013;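 active = inhibition above the mean of compounds falling within the control limits plus 3 SD of them, cut at about 14% in these data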;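 note: 0% = plate median of compound wells and 100% = 10 µM Aha-Tn7 peptide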
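Assay system: Human clot-derived fibrin DD(E) complex | Buffer or medium: Tris/NaCl/CaCl2 buffer, pH 7.8 | Repeats: One replicate per compound | Benchmarks: Aha-Tn7 high control | Measure: % inhibition scaled between sample-field median and high-control FP | Schedule: 10 min plus 3 h, room temperature | Signal: Fluorescence polarization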
Tn6 DDE FP: inhibitors of Tn6 peptide binding to fibrin DD(E), primary screen, biochemical, fluorescence polarization, human fibrin, Tn6 probe; Fibrinogen beta chain (Homo sapiens), P02675; 370,000 tested, 0.21% active; inhibition, % at 8.3 µM; Fibrin DD(E) TRITC-Tn6 fluorescence polarization displacement; AID 720509, 2013;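 active = inhibition above a per-campaign cutoff: mean of compounds within control limits plus 3 SD, cut at about 15% in these data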;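 note: 0% = median of all compound wells on the plate and 100% = blocking peptide control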
Rev-erbA mod: modulators of Rev-erb alpha DNA binding, primary screen, biochemical, FITC-DNA, fluorescence polarization, uHTS; Nuclear receptor subfamily 1 group D member 1 (Homo sapiens), P20393; Rev-erbα–FITC-DNA binding, 90 min; activity, % at 10 µM; 370,000 tested, 0.79% active; AID 1259318, 2017;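 active = activity above about 14%, limit read from the data; passing the limit was not always enough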;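 note: 0% = DMSO wells with 35 nM protein and 100% = DMSO wells with 750 nM protein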
PLC-gamma1 inh: PLC-gamma1 enzyme inhibitors, primary screen, biochemical, fluorescence, purified enzyme | fluorogenic substrate | inhibition, % at 12.2 µM | 370,000 tested, 0.84% active | AID 720700, 2013; in the data active = inhibition above about 9.5%
KLK7 zymogen act: proKLK7 zymogen activators, primary screen, biochemical, fluorescence intensity | Kallikrein-7 (Homo sapiens), P49862 | purified proKLK7, EDANS-DABCYL substrate fluorescence; 100% is mature enzyme control, 0% vehicle | AID 652039, 2013 | 370,000 tested, 0.9% active | activation, % at 7 µM;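 active = activation above the mean of all tested compounds plus 3 SD, computed per campaign excluding outliers beyond control limits, cut at about 13% in these data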
ARFGAP1 inh: inhibitors of rat ARFGAP1 GAP activity, primary screen, biochemical, fluorescence polarization, GDP tracer; AID 651572, 2012; Arfgap1-stimulated ARF1 GTP hydrolysis, GDP FP detection; 360,000 tested, 0.26% active; inhibition, % at 16.5 µM;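 active = inhibition above a per-plate limit, mean inhibition of low control wells plus 3 SD, cut at about 25% in these data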;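 note: 0% = DMSO wells with enzyme and 100% = wells lacking Arfgap1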
Target sequence (Q62848 1-136 limits assumed): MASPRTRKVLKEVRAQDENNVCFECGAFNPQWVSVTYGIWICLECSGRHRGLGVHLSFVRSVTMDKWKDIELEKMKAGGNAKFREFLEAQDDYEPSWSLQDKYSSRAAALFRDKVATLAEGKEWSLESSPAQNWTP
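Material – truncated rat Arfgap1 GAP domain · Buffer or medium – HEPES-based buffer, pH 7.5 · Reagent – human ARF1(Δ1-17)-GTP substrate · Dosing – 16.5 µM single point, 1.26% DMSO · Schedule – GTP hydrolysis reaction 2 h at 25 °C · Technique – GDP detection by fluorescence polarization · Benchmarks – No-Arfgap1 wells (100%) versus DMSO full-reaction wells (0%) · Repeats – single replicate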
UHRF1 MBD2 ctr: UHRF1 methylated DNA binding inhibitors, primary screen, counter-screen for MBD2 inhibitor project, biochemical, TR-FRET, human UHRF1, single concentration; 370,000 tested, 0.75% active; UHRF1 binding to methylated oligo; inhibition, % at 4.4 µM; E3 ubiquitin-protein ligase UHRF1 (Homo sapiens), Q96T88; AID 687016, 2013; in the data active = inhibition above about 21%;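 note: UHRF1 SRA domain binding a hemimethylated CpG hairpin DNA probe; 0% = median of test compound wells and 100% = reference inhibitor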
ASAP1 inh: inhibitors of human ASAP1 ArfGAP activity, primary screen, biochemical, fluorescence polarization; Arf-GAP with SH3 domain, ANK repeat and PH domain-containing protein 1 (Homo sapiens), …; 360,000 tested, 0.19% active; inhibition, % at 16.5 µM; AID 624377, 2012; ASAP1-stimulated ARF1 GTP hydrolysis, GDP FP detection; in the data active = inhibition above about 25%;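 note: 0% = vehicle with enzyme and substrate and 100% = no enzyme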
Target sequence (Q9ULH1 325-724 limits assumed): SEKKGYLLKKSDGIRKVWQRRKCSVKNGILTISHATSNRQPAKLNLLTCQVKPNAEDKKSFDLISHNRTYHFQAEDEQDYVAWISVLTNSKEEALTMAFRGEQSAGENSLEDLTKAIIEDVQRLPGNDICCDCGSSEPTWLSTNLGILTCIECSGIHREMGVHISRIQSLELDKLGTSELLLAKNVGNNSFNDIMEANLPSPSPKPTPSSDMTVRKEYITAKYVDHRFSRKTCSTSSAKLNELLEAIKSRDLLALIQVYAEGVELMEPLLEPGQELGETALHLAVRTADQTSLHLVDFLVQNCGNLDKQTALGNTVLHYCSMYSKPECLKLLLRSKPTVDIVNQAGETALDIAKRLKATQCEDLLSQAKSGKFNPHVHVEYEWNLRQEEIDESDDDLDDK
sPLA2-III inh: human group III sPLA2 inhibitors, primary screen, biochemical, QFRET, BODIPY PC-A2 liposome substrate; Group 3 secretory phospholipase A2 (Homo sapiens), Q9NZ20; QFRET BODIPY PC-A2 liposome hydrolysis, fluorescence; inhibition, % at 12.2 µM; 370,000 tested, 0.56% active; AID 743126, 2013;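 active = inhibition above mean plus 3 SD of compounds lying within the high and low control bounds, cut at about 19% in these data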;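 note: 0% = median of test compound wells and 100% = no enzyme DMSO wells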
Target sequence (Q9NZ20 whole entry, looked up): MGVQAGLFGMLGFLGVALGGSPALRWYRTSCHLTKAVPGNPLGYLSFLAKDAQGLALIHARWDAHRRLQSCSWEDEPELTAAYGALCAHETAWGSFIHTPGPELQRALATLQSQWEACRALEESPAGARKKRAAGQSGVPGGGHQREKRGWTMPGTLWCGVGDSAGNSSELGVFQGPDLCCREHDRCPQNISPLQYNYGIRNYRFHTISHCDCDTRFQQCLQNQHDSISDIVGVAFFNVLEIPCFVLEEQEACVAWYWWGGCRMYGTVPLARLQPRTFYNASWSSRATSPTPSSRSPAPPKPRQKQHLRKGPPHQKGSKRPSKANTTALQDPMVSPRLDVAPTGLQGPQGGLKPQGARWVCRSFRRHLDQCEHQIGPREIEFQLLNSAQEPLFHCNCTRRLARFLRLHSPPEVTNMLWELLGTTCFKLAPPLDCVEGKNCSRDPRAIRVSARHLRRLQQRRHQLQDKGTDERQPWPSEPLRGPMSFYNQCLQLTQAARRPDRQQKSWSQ
PLCb3 inh: human PLC-beta3 inhibitors, primary screen, biochemical, fluorescence; 1-phosphatidylinositol 4,5-bisphosphate phosphodiesterase beta-3 (Homo sapiens), Q01970; 370,000 tested, 0.18% active; AID 720704, 2013; Purified PLC-beta3, fluorogenic substrate; inhibition, % at 12.2 µM; in the data active = inhibition above about 11%;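 note: 0% = median of compound wells on plate and 100% = full blocker control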
An asterisk follows results filed as active. Compounds as they come (roughly 4.5% active in at least one column).

SMILES | DDE Tn7 FP inh | Tn6 DDE FP | Rev-erbA mod | PLC-gamma1 inh | KLK7 zymogen act | ARFGAP1 inh | UHRF1 MBD2 ctr | ASAP1 inh | sPLA2-III inh | PLCb3 inh
O=C(Oc1ccc[nH]c1=O)C1CC1 | 4 | 3 | -6 | 5 | 0.3 | 0 | -7 | -2 | 5 | 3
O=C(Nc1cc(Cl)ccc1Cl)c1cc(-c2ccco2)on1 | 0 | -2 | -2 | -1 | -0.6 | -1 | -1 | 5 | 1 | -6
O=c1c2cn[nH]c2nc(SCc2ccc3c(c2)OCCO3)n1-c1ccccc1 | -2 | 4 | 2 | 4 | 0.1 | 18 | -1 | -9 | -22 | 1
COc1cc(/C=N/NC(=O)c2ccc3nc[nH]c3c2)cc(OC)c1OC(C)=O | 3 | -1 | 11 | 4 | 0.1 | 20 | -3 | 10 | -5 | 4
CCCCOc1ccc(C(=O)Nc2ccc3c(c2)OCO3)cc1 | 8 | 3 | 1 | -3 | 0.2 | 3 | 0 | 7 | 2 | -4
O=C(Cc1c(F)cccc1Cl)N/N=C/c1cccs1 | 5 | 4 | -3 | -2 | 0.1 | 3 | 0 | -8 | -1 | -8
O=C(NNC(=O)C1CCCCC1)C(=O)NC1CCCCC1 | 4 | 2 | 4 | 4 | -0.6 | 3 | -1 | 6 | 4 | 2
Cc1ccnc(SCC(=O)c2cccc([N+](=O)[O-])c2)n1 | -6 | 0 | 1 | 3 | -0.7 | -5 | -3 | -7 | -47 | 4
CCc1nc(C)ccc1OCC(=O)NCCCN(C)C | -10 | 1 | -4 | -1 | 0.6 | -8 | -2 | -8 | 2 | 2
CC1=CC(=O)[C@@H](OC(=O)Nc2ccc(C)cc2)[C@@H](c2ccccc2Br)N1C | -9 | 3 | -6 | 4 | 0.1 | -2 | -1 | 5 | 0 | 2
C=CC[C@@H](CC(=O)N[C@@H](CO)Cc1ccccc1)C(=O)N[C@H](COC(=O)[C@@H](CC=C)Cc1ccc(F)cc1)Cc1ccccc1 | -2 | -12 | -4 | 2 | -0.1 | 11 | -2 | 5 | 0 | 2
COc1ccc(/C=C(/C(=O)c2ccc(Cl)cc2Cl)n2cncn2)cc1 | -9 | -5 | -1 | -1 | 0.4 | 5 | 2 | 12 | -8 | 0
O=C(Nc1nc(-c2ccccc2)cs1)c1cccc([N+](=O)[O-])c1C(=O)O | -7 | -8 | 2 | 2 | 0.6 | -9 | 3 | 13 | -1 | 1
CCNC(=O)C1(C)CCCN(C(=O)c2cc(-c3cccs3)oc2C)C1 (stereo not given) | 4 | 8 | -8 | -12 | -0.3 | 7 | 0 | -9 | -1 | -8
Cn1ncc(Cl)c1C(=O)Nc1cccc(Cl)c1 | -4 | 1 | -1 | 0 | 0.1 | 3 | -5 | 20 | -2 | -1
O=C(c1ccccc1)N1N=C(c2ccco2)CC1c1cccs1 (stereo not given) | 6 | -6 | 3 | -4 | 0.1 | 5 | 1 | -2 | 2 | -5
Cc1ccc(S(=O)(=O)NC(=O)NCCc2ccccc2)cc1 | -4 | 0 | -3 | 3 | -1.1 | 6 | -1 | 4 | 4 | 1
Cc1ccc(C)c(C(=O)c2c(C)nc3sccn23)c1 | 2 | 10 | 4 | 5 | -0.2 | -6 | -1 | -17 | -2 | -2
O=C(Nc1ccc2c(c1)OCCO2)c1cc(-n2cnnc2)ccc1Cl | -3 | -8 | 4 | 11* | 0.2 | 9 | 0 | 3 | 0 | 6
CCOc1cc(C(=O)OCc2cc(=O)n3c(C)csc3n2)ccc1OC | 2 | 4 | 3 | -5 | -0.6 | 4 | 3 | 11 | 12 | -12
O=C(CSc1ncn[nH]1)Nc1ccccc1Sc1ccc(Cl)cc1 | 0 | 0 | 6 | 6 | -0.2 | -2 | -2 | -2 | -34 | -4
Cc1ccccc1C1c2[nH]c3ccccc3c2C[C@H]2C(=O)N(C3CC3)CC(=O)N12 (stereo not given in full) | 0 | 3 | 4 | -5 | 0.5 | 2 | 11 | -1 | -6 | -8
CC(C)(C)OC(=O)COc1cc(OCC(=O)OC(C)(C)C)c2c(=O)cc(-c3ccccc3)oc2c1 | -13 | -12 | -1 | -125 | 2.9 | 13 | -3 | 4 | -18 | -122
Cn1c(=O)c2c(nc(NCc3ccco3)n2C)n(C)c1=O | 2 | 3 | -1 | -1 | 0.2 | -9 | 3 | -2 | -2 | 3
CC(C)(C)NC(=O)c1ccccc1NC(=O)C1CC(=O)N(C2CCCCC2)C1 (stereo not given) | -1 | 3 | 5 | -1 | 0.3 | 2 | 2 | 7 | 6 | -5

Overlap with the part before: 3 compounds, then new ones.
SMILES | DDE Tn7 FP inh | Tn6 DDE FP | Rev-erbA mod | PLC-gamma1 inh | KLK7 zymogen act | ARFGAP1 inh | UHRF1 MBD2 ctr | ASAP1 inh | sPLA2-III inh | PLCb3 inh
CC(C)(C)OC(=O)COc1cc(OCC(=O)OC(C)(C)C)c2c(=O)cc(-c3ccccc3)oc2c1 | -13 | -12 | -1 | -125 | 2.9 | 13 | -3 | 4 | -18 | -122
Cn1c(=O)c2c(nc(NCc3ccco3)n2C)n(C)c1=O | 2 | 3 | -1 | -1 | 0.2 | -9 | 3 | -2 | -2 | 3
CC(C)(C)NC(=O)c1ccccc1NC(=O)C1CC(=O)N(C2CCCCC2)C1 (stereo not given) | -1 | 3 | 5 | -1 | 0.3 | 2 | 2 | 7 | 6 | -5
Cc1cccc(NC(=O)c2cc(NC(=O)C3CCCCC3C(=O)O)ccc2N2CCOCC2)c1 (stereo not given) | 3 | 7 | -2 | -49 | 0.5 | 2 | 1 | -3 | 10 | -74
Cc1ccc(C(OC(=O)c2ccco2)C(=O)NC(C)(C)C)cc1 (stereo not given) | -6 | 4 | 0 | 5 | 0.1 | -5 | 2 | 6 | -1 | 0
O=C(CSCc1ccccc1)Nc1ccc(S(=O)(=O)N2CCOCC2)cc1 | 3 | -9 | -4 | -2 | 0.3 | 8 | 3 | -5 | -13 | -3
CCO[C@H]1OC(C(=O)N2CCOCC2)=C[C@@H](c2ccc3c(c2)OCO3)[C@@H]1CCCO | 0 | 10 | -3 | -3 | 0.3 | -5 | 1 | -3 | 7 | -2
CCOC(=O)Cn1nc(C)n(-c2ccc(F)cc2)c1=O | 4 | -4 | -2 | -2 | -0.4 | 2 | 0 | -4 | 4 | 0
Cc1ccn2cc(C(=O)Nc3cccc(C(=O)NC4CC4)c3)nc2c1 | 7 | -8 | -3 | -6 | 0.0 | -3 | 0 | -4 | 3 | -11
Cc1cc(NC(=O)Cc2cccs2)no1 | -3 | -5 | -13 | -11 | 0.0 | 0 | 29* | 6 | 8 | -13
CS(=O)(=O)c1ccc2nc(NC(=O)Nc3cccc(Cl)c3)sc2c1 | 3 | -2 | 11 | -13 | -0.3 | 8 | 0 | 1 | -12 | -18
COCCn1c(SCC(=O)NC2CC2)nc2ccccc21 | -5 | 0 | 0 | -1 | 1.1 | -6 | -1 | -1 | 2 | -2
C=CCc1cc(/C=C/c2nc(O)c([N+](=O)[O-])c(=O)[nH]2)cc(OC)c1O | 4 | -8 | 0 | -1 | 0.2 | -10 | 5 | -8 | 2 | 0
Cn1c(N)c(C(=O)COC(=O)C2Cc3ccccc3CN2S(C)(=O)=O)c(=O)n(C)c1=O (stereo not given) | 4 | 5 | -7 | -3 | -0.3 | 2 | -2 | 3 | 3 | 3
CC(=O)c1ccc(NC(=O)COc2ccccc2C(=O)Nc2ccccc2)cc1 | 3 | 7 | -2 | -1 | 0.6 | 1 | 1 | 4 | -1 | -7
CC1CN(C(NC(=O)C(C)(C)C)C(Cl)(Cl)Cl)CC(C)O1 (stereo not given) | 2 | -2 | -3 | 2 | -0.2 | 10 | -1 | -7 | 0 | -2
CC(C)c1nc(SCC(=O)N2CCCCC2)c2c(=O)n(C)c(=O)n(C)c2n1 | -1 | -1 | -4 | 3 | 0.7 | -1 | 6 | 1 | 9 | -1
O=[n+]1c2c(n([O-])c3cc(F)c(N4CCCC4)cc31)CCC2 | 12 | 16* | -9 | -180 | 7.7 | -8 | -25 | 1 | -35 | -244
CCCN(CCC)CCCNC(=O)c1cn(CCOC)c(=O)c2c1c1ccccc1n2C | -2 | -3 | 1 | -15 | 0.3 | 3 | 15 | -1 | 1 | -24
COc1ccc(NC(=O)C2CCCN(c3cc(C)nc4ncnn34)C2)cc1 (stereo not given) | -4 | -1 | 0 | 0 | 0.0 | 2 | 1 | -4 | 0 | -5
O=C(Nc1cccc(C(F)(F)F)c1)c1csc(-c2ccncc2)n1 | 4 | -8 | 1 | 3 | -0.6 | -4 | -1 | -9 | 2 | -1
Cc1cccc(NC(=O)CSc2nccn2Cc2ccco2)c1C | -2 | 6 | -3 | 1 | -0.9 | -1 | -3 | 12 | 1 | -13
Cc1ccccc1C(=O)NNS(=O)(=O)c1ccc(F)cc1 | 1 | -3 | -3 | 1 | 0.2 | 7 | 4 | 8 | 11 | -3
COc1ccc(CCC(=O)NCCOc2ccc(Cl)cc2)cc1 | -2 | 0 | -2 | 4 | -0.6 | 0 | -2 | 9 | -5 | -2
O=C1NC(C(=O)O)=CC(c2cccc(Cl)c2Cl)N1 (stereo not given) | -1 | -1 | -2 | -4 | -0.2 | -4 | 1 | 8 | 3 | -2
O=C(COC(=O)c1cc(F)c(F)cc1Cl)NC1CCCCCC1 | 8 | 2 | -1 | 1 | 0.2 | 1 | -3 | -7 | -7 | 0

Already shown: entries from further up.
SMILES | DDE Tn7 FP inh | Tn6 DDE FP | Rev-erbA mod | PLC-gamma1 inh | KLK7 zymogen act | ARFGAP1 inh | UHRF1 MBD2 ctr | ASAP1 inh | sPLA2-III inh | PLCb3 inh
Cc1cccc(NC(=O)c2cc(NC(=O)C3CCCCC3C(=O)O)ccc2N2CCOCC2)c1 (stereo not given) | 3 | 7 | -2 | -49 | 0.5 | 2 | 1 | -3 | 10 | -74
Cc1ccc(C(OC(=O)c2ccco2)C(=O)NC(C)(C)C)cc1 (stereo not given) | -6 | 4 | 0 | 5 | 0.1 | -5 | 2 | 6 | -1 | 0
